SARS 3CLpro inh – SARS-CoV 3CLpro protease inhibition | P0C6X7 | recombinant SARS-CoV 3CLpro, quenched FRET peptide cleavage | inhibition, % at 6 µM | actives 0.14% (n = 290,000); in the data active = inhibition above about 12%
SSB-PriA inh – blocks PriA binding to SSB C-terminal tail. AlphaScreen SSBct-PriA binding, biotinylated peptide. inhibition, % at 33 µM. actives 0.6% (n = 430,000); in the data active = inhibition mostly above about 37%, no sharp cut-off; inactive = mostly below about 20%;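 note: plate controls were negative control peptide for no effect and reference peptide for full effect; strong numbers were not always called active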
DUSP3 inh – inhibitors of human VHR1 phosphatase (DUSP3); P51452; recombinant VHR phosphatase, pNPP absorbance; inhibition, % at 13.3 µM; actives 0.52% (n = 290,000); AID 1654; in the data active = inhibition above about 50%; note: some compounds called inactive have numbers as strong as hits
Target sequence (P51452 whole entry, looked up): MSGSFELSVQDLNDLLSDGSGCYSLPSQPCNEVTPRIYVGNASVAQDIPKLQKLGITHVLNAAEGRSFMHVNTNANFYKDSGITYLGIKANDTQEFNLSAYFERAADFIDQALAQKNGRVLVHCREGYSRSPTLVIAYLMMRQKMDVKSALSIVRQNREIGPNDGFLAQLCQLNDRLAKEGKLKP
UGM FP inh – blocks M. tuberculosis UGM enzyme; P9WIQ1; purified UGM, fluorescence polarization probe displacement; inhibition, % at 10 µM; actives 0.06% (n = 320,000); in the data active = inhibition above about 10%, passing the limit was not always enough
Target sequence (P9WIQ1 whole entry, looked up): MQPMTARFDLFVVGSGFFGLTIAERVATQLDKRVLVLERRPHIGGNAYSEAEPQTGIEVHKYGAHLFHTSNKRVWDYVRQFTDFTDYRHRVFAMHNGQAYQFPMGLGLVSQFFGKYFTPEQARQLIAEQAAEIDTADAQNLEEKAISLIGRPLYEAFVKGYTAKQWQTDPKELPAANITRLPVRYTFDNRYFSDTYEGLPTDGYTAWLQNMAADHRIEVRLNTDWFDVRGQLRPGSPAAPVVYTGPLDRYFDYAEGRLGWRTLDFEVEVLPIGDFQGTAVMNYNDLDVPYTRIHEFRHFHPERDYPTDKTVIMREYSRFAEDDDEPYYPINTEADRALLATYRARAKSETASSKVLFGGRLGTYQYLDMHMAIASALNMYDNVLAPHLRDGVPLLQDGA
GDH-TPI inh – inhibits GDH-TPI coupling enzymes, artifact for Mtb FBA screen; GDH-TPI coupled enzyme counterscreen, NADH absorbance; inhibition, % at 4.8 µM; actives 1.2% (n = 360,000); AID 588335; in the data active = inhibition above about 30%;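 note: 0% = DMSO wells and 100% = wells lacking the enzyme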
Mtb BioA inh – inhibitors of Mycobacterium tuberculosis BioA enzyme; inhibition, % at 9.99 µM; actives 0.096% (n = 360,000); AID 602481; purified M. tuberculosis BioA enzyme, plate reader; in the data active = inhibition above about 40%
Rv3671c inh – Rv3671c (M. tuberculosis) protease inhibition; P9WHR9; actives 0.048% (n = 320,000); inhibition, % at 5.96 µM; in the data active = inhibition above about 38%;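 note: extracellular domain of Rv3671c used as enzyme; 0% = enzyme with DMSO and 100% = no enzyme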
Mtb FBA inh – inhibitors of M. tuberculosis fructose-bisphosphate aldolase; P9WQA3; actives 2.3% (n = 360,000); inhibition, % at 1 µM; purified M. tuberculosis FBA, fluorescence read-out; in the data active = inhibition above about 27%;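 note: 0% = vehicle and 100% = reference inhibitor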
Target sequence (P9WQA3 whole entry, looked up): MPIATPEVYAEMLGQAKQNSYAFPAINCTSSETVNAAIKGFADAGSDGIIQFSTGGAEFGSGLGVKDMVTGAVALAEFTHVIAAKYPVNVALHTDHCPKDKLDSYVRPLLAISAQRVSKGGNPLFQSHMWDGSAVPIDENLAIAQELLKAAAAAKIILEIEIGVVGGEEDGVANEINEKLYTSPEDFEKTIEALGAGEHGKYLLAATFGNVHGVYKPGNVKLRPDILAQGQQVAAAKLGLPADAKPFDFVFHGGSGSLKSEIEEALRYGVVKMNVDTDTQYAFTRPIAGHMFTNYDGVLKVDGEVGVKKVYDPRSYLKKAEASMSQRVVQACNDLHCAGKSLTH
MazEF act – activators of E. coli MazEF toxin-antitoxin RNase. P0AE70. activation, % at 20 µM. actives 0.32% (n = 350,000). FAM/BHQ RNA-DNA oligo cleavage fluorescence, 5 h; in the data active = activation above about 50%
Target sequence (P0AE70 whole entry, looked up): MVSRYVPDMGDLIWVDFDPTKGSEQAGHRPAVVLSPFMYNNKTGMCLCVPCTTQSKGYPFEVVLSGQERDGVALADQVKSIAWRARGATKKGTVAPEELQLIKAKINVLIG
Vc quorum ag – quorum light induction in luxS cqsA deficient V. cholerae; actives 0.16% (n = 350,000); activation, % at 18.7 µM; V. cholerae BH1578 lux reporter, luminescence, 6 h; in the data active = activation mostly above about 9.7%, no sharp cut-off; note: not every result past the cut was called active; inactives centre near 0; reference of the scale not given here
Active calls of the source: *; i = inactive; . = not tested or not shown. These rows are one share of the data; count on the stated rates, not on these rows.

SMILES	SARS 3CLpro inh	SSB-PriA inh	DUSP3 inh	UGM FP inh	GDH-TPI inh	Mtb BioA inh	Rv3671c inh	Mtb FBA inh	MazEF act	Vc quorum ag
Cc1ccc(C(=O)N(C)Cc2ccccc2)cc1S(=O)(=O)N1CCOCC1	-4	-9	10	-0.4	-4	3.4	1	5	6	i
CC(=O)c1sc(NC(=O)CSC(C)C(=O)Nc2cc(C)on2)nc1-c1ccccc1 (configuration not stated)	.	-19	.	-2.4	16	0.1	-3	-1	-1	-5.0
CC(C)Cc1cc(C(=O)NCc2cccnc2)no1	-4	-26	11	-2.3	4	-0.5	-7	3	6	-0.2
CC(NC(=O)C1CCCN1S(=O)(=O)c1ccccc1)c1ccccc1 (configuration not stated)	-3	-14	2	-0.1	4	0.4	4	5	0	-0.5
O=C(COC(=O)c1ccccc1SCC(=O)N1CCCC1)Nc1ccccc1	-1	-8	-19	-0.7	5	-0.4	-8	3	-3	-0.1
CN(CC(=O)Nc1ccccc1Cl)C(=O)COc1cccc2c1OC(C)(C)C2	.	-3	.	2.4	9	.	-7	3	-11	-2.8
O=C(O)C(c1ccccc1)N1C(=O)c2ccccc2C1=O (configuration not stated)	-6	-27	1	2.6	7	-2.3	-7	2	9	i
COc1ccc(-c2onc(C)c2-c2ccc3c(c2)OCCO3)c(O)c1	2	10	0	0.0	18	1.1	1	2	-1	-0.4
COc1ccc(Nc2ccc(C(F)(F)F)cc2[N+](=O)[O-])cn1	6	46*	-6	0.7	10	3.4	0	-2	-7	6.5
O=C(CC1COc2ccccc2O1)NC1CCCCC1 (configuration not stated)	-6	-23	22	0.4	8	-0.7	-5	-1	4	i
O=C(COC(=O)COc1ccc(Cl)cc1)NC1CC1	.	-19	.	-0.2	6	-0.8	2	2	5	-0.6
O=C(CC1SC(N2CCCC2)=NC1=O)Nc1ccc(C(=O)N2CCN(c3cccc(Cl)c3)CC2)cc1 (configuration not stated)	.	21	.	-1.8	-8	1.0	-7	0	1	i
CN(C(=O)COc1ccccc1)c1nnc(-c2ccncc2)s1	0	-20	4	-2.2	8	-0.6	3	53*	-9	i
CC(=O)c1cccc(NC(=O)CCCNC(=O)c2ccc(Cl)cc2)c1	-1	-9	-3	-1.0	15	-1.9	5	-1	8	-9.4
CN1CCN(C(=O)c2cc3ccccc3oc2=O)CC1	-4	-5	24	-1.4	2	8.4	0	2	7	i
CCOC(=O)C(=CNc1ccc(C)cc1C)C(=O)OCC	5	-59	-4	1.3	29	2.4	2	-1	3	-0.3
Cc1ccc(CNCC(O)(c2ccccc2)c2ccccc2)cc1	1	6	10	1.2	4	-2.0	0	-1	1	0.8
COc1ccccc1N1CCN(C(=O)CCSCc2ccccc2F)CC1	0	6	25	2.1	11	.	-11	1	4	i
CN(C)C(=O)c1cn(-c2ccc(Cl)cc2)c(=O)c2ccccc12	1	0	20	1.4	4	.	-15	3	4	i
O=C(Nc1ccc(N2CCOCC2)cc1)c1cccc(S(=O)(=O)N2CCOCC2)c1	.	-3	.	0.4	5	0.4	-1	1	-1	i
Clc1ccccc1C1Nc2cccc3cccc(c23)N1	1	18	0	-0.3	14	-0.4	6	2	9	i
COc1cccc(C(C#N)NCCCNC(C#N)c2cccc(OC)c2OC)c1OC (configuration not stated)	.	-2	.	.	-3	.	.	0	-5	-0.8
O=C1CSC(c2ccccn2)N1c1ccc(Br)cc1 (configuration not stated)	3	3	-11	-0.3	3	.	0	7	7	i
CCNC(=S)N/N=C(\C)c1ccc(Cl)s1	5	.	-4	-2.2	31*	.	3	-1	0	-0.3
Cc1ccc(OCC(=O)Nc2ccc3c(c2)OCO3)c([N+](=O)[O-])n1	-1	6	0	-0.5	11	.	-4	-2	1	i
CN(C(=O)CC1C(=O)NCCN1Cc1ccccc1C(F)(F)F)C1CCOCC1 (configuration not stated)	3	0	16	-1.8	-2	-0.8	-4	0	3	-0.4
Cc1ccc(NC(=O)Nc2ccc3c(c2)N(C)C(=O)CS3)nc1	0	-1	22	-1.6	15	-1.8	-8	-3	-3	-7.1
CC1(C)Cc2c(c(-c3ccccc3)nc(N3CCCC3)c2C(N)=O)CO1	-1	-8	-5	-2.6	3	-0.5	8	-3	3	10
C=CCn1c(CSc2nc3ccccc3s2)nnc1SCC(=O)NCc1ccco1	3	-2	25	1.7	-5	2.7	-6	4	4	i
Cc1ccc(C)c(NC(=O)C(OC(=O)c2cc[n+]([O-])cc2)c2ccccc2)c1 (configuration not stated)	.	2	.	.	-2	0.0	.	-1	0	2.9
COc1cc(OC)c(OC)cc1CN1CCCC(C(=O)c2ccc3c(c2)OCO3)C1 (configuration not stated)	-8	-7	13	2.0	-2	.	5	3	13	-0.1
COc1ccc(Cl)cc1Cn1c(C)c(C(=O)NCc2cccc(C(F)(F)F)c2)sc1=O	.	.	.	.	7	-2.2	.	4	.	i
COc1cccc(C(CC(=O)Nc2cccc3ccccc23)NC(=O)c2ccccc2)c1 (configuration not stated)	-9	-1	20	1.7	15	-0.7	-79	9	-3	i
NC(=O)c1ccsc1N	4	2	-6	1.9	.	.	10	.	.	.
Fc1cccc(CCN2CCN=C2Nc2ccccc2)c1	.	-3	.	3.1	1	-1.6	4	0	2	-0.6
Cc1ccc(-n2ncc3c(=O)[nH]c(SCC(=O)N4CCN(c5ccccc5)CC4)nc32)cc1	1	-4	4	-2.3	12	-0.9	-3	6	-14	.

Reprinted at random: 6 records from the list, in no set order.
SMILES	SARS 3CLpro inh	SSB-PriA inh	DUSP3 inh	UGM FP inh	GDH-TPI inh	Mtb BioA inh	Rv3671c inh	Mtb FBA inh	MazEF act	Vc quorum ag
CC1(C)Cc2c(c(-c3ccccc3)nc(N3CCCC3)c2C(N)=O)CO1	-1	-8	-5	-2.6	3	-0.5	8	-3	3	10
COc1cc(OC)c(OC)cc1CN1CCCC(C(=O)c2ccc3c(c2)OCO3)C1 (configuration not stated)	-8	-7	13	2.0	-2	.	5	3	13	-0.1
C=CCn1c(CSc2nc3ccccc3s2)nnc1SCC(=O)NCc1ccco1	3	-2	25	1.7	-5	2.7	-6	4	4	i
COc1cccc(C(CC(=O)Nc2cccc3ccccc23)NC(=O)c2ccccc2)c1 (configuration not stated)	-9	-1	20	1.7	15	-0.7	-79	9	-3	i
CN(C(=O)CC1C(=O)NCCN1Cc1ccccc1C(F)(F)F)C1CCOCC1 (configuration not stated)	3	0	16	-1.8	-2	-0.8	-4	0	3	-0.4
Cc1ccc(C)c(NC(=O)C(OC(=O)c2cc[n+]([O-])cc2)c2ccccc2)c1 (configuration not stated)	.	2	.	.	-2	0.0	.	-1	0	2.9

Carrying on:
SMILES	SARS 3CLpro inh	SSB-PriA inh	DUSP3 inh	UGM FP inh	GDH-TPI inh	Mtb BioA inh	Rv3671c inh	Mtb FBA inh	MazEF act	Vc quorum ag
COc1ccc(OC)c(NC(=O)CSc2nc(=O)n(Cc3ccccn3)c3c2CCC3)c1	.	-3	.	1.9	4	9.1	-9	-1	1	-1.2
CCOc1ccc(NC(=O)CNS(=O)(=O)c2c(C)cc(C)cc2C)cc1	0	-10	14	-3.3	1	0.7	-4	-1	5	-0.3
COc1ccc(CCC(=O)Nc2ccc3c(c2)OCCO3)cc1	-2	-7	14	-2.5	-5	5.1	-108	-1	2	1.9
CCN(CC(=O)Nc1cc(Cl)ccc1C)C(=O)CSCc1c(C)noc1C	.	4	.	4.5	10	2.3	-11	4	-10	-0.3
CCn1c(Cn2nnc(-c3ccccc3)n2)nnc1SCC(=O)N1CCOCC1	0	-2	0	-0.9	12	-0.5	-2	-1	8	-0.3
CCN(CC)S(=O)(=O)c1ccc2c(c1)N(CC(=O)N1CCCC1)C(=O)CO2	-2	5	13	-3.2	4	-1.9	-4	3	3	0.8
CC(=O)Nc1cccc2c1C(=O)N(c1cccc(OC(C)=O)c1)C2=O	0	2	9	1.5	8	.	5	0	3	-0.6
CCOC(=O)c1c(NC(=O)CC)sc(C(=O)N2CCCCC2)c1C	1	-3	-5	0.7	5	2.1	2	3	5	-1.7
Cc1nc(C(=O)O)sc1C1(C)CC(c2cccc([N+](=O)[O-])c2)=NO1 (configuration not stated)	.	-17	.	0.1	3	6.9	7	5	5	-0.4
O=C1C(=O)N(CCCc2ccccc2)c2ccccc21	19*	-1	1	2.3	0	0.0	0	-6	8	-0.6
C/C(=N\Nc1ccccc1C(=O)O)c1ccncc1	0	.	-1	-0.4	16	-1.9	4	3	-1	-0.1
C/C=C/c1ccc(OCCN2CCc3ccccc3C2)c(OC)c1	-2	-16	-8	-1.8	-7	.	-2	-2	0	-0.2
N#CCC(=O)N1CCCCCC1	-2	13	17	4.2	2	0.4	-2	2	-5	-0.4
CCC(CO)(C(=O)OC1CC2CCC(C1)N2C)c1ccccc1 (configuration not stated)	1	-3	46	0.4	16	-2.7	-3	1	10	-0.6
COc1ccc(-c2cc(C(=O)NN)n(-c3ccccc3)n2)cc1	10	1	24	-1.7	-1	.	-23	-1	8	-0.1
O=C(Nc1ccc(S(=O)(=O)NCc2ccco2)cc1)c1cccc(F)c1	0	-12	-11	0.6	0	0.1	-11	2	4	-6.9
COc1ccccc1N1CCN(C2CCCN(S(=O)(=O)c3ccc(C)cc3)C2)CC1 (configuration not stated)	-1	6	15	-1.5	-4	-0.1	5	6	5	0.5
CSc1ccc(C(=O)/C=C/c2ccc(N)cc2)cc1	-1	15	8	1.8	24	.	1	-3	12	-0.5
O=C(Nc1ccccc1)c1cnc2ccccc2n1	-12	-8	42	0.7	1	.	-6	-1	2	-0.6
COc1ccc(C(=O)Nc2ccc3nc(N4CCOCC4)sc3c2)cc1OC	.	6	.	0.4	15	0.2	-2	-2	7	-0.5
CCc1cc(-c2ccc3c(c2)COc2c4ccccc4nn2-3)on1	.	-5	.	3.8	30	-1.3	-11	11	11	-0.8
Cc1cc(C)c[n+](CC(=O)c2ccc(NC(=O)c3ccccc3)cc2)c1	3	-3	23	2.4	-3	.	-5	0	8	-0.3
Cc1cc(C)c(C)c(S(=O)(=O)N2CCCCC2C(=O)O)c1C (configuration not stated)	0	-8	27	-1.1	0	-1.2	10	0	2	-0.3
COc1ccc(S(=O)(=O)N/N=C\c2ccc3c(c2)OCO3)c(OC)c1	3	.	21	-0.3	4	1.2	.	0	-2	i
CC1(C(=O)Nc2cccc3cccnc23)CCN1Cc1ccccc1OC(F)F (configuration not stated)	.	.	.	.	3	-1.6	.	-1	.	-0.8
COc1ccc2c(c1)c(=O)oc1c(C)c(OCc3cc(C(=O)O)oc3C)ccc12	6	-7	116	1.5	3	1.3	-9	43*	-7	2.1
O=C(CCCNC(=O)c1ccc(Cl)cc1)Nc1ccc(F)c(S(=O)(=O)N2CCOCC2)c1	.	-3	.	-0.3	3	-0.7	-6	4	-3	-1.2
O=C(/C=C/c1c[nH]c2ccccc12)c1c(O)n(CCc2ccccc2)c(=O)[nH]c1=O	1	-8	20	5.4	11	4.4	1	4	-141	-0.6
O=C(O)CCN1C(=O)c2ccc(NC(=O)CSc3ccc(Cl)cc3)cc2C1=O	3	-6	-8	2.1	-6	-1.3	-1	-4	10	i
Cc1ccc(S(=O)(=O)c2ccccc2)cc1S	-4	.	16	-1.2	.	.	-2	.	.	.
CCN(CC(=O)Nc1ccc(NC(C)=O)cc1)C(=O)c1oc2c(ccc3ccccc32)c1C	.	-3	.	-0.6	14	-0.2	-19	4	12	-1.4
CCN(C(=O)COC(=O)CCC(=O)c1ccc(Cl)cc1)c1c(N)n(Cc2ccccc2)c(=O)[nH]c1=O	.	-7	.	.	-6	-0.9	.	-1	5	-5.5
CN(C)CCCNc1nc(-c2ccccc2)c2c(c1C#N)CC(C)(C)OC2	4	-6	13	1.7	9	-3.5	4	45*	15	-0.2
CCn1c(CSc2nc3ccccc3s2)nnc1SCC(=O)OC(C)(C)C	2	-7	19	0.0	8	2.8	-10	4	-1	i
CCCc1nnc2n1N=C(c1ccc(C)cc1)CS2	-4	-3	31	-1.8	-5	-2.4	-5	-7	4	-7.0
Cc1[nH]c(=O)[nH]c1C(=O)CCCCC(=O)O	2	-14	13	-0.1	7	.	8	1	-3	i

High-throughput results deposited in PubChem BioAssay by several laboratories.
